QS inhibitor – S. aureus quorum sensing inhibitors, primary screen, RNAIII-GFP reporter, flow cytometry; inhibition, % at 2 µM; S. aureus RN6390 RNAIII-GFP reporter, AIP-induced, flow cytometry 3 h; 24,000 compounds, 0.3% hits;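 active = share of bacteria positive for the green fluorescent reporter and its mean brightness both inhibited by 50% or more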;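 also: 0% = AIP-stimulated control and 100% = unstimulated bacteria without AIP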
QS inhibitor GFP MFI % – recorded beside QS inhibitor, whose call it bears; inhibition, %; measured here: inhibition of GFP MFI
Active calls of the source: *; & = joins results of further samples. An excerpt, so the mix of outcomes need not match the whole.

Compound	QS inhibitor	QS inhibitor GFP MFI %
CC1=C(C(=O)Nc2cc(-c3cccc(F)c3)[nH]n2)C2(CCCCC2)OC1=O	8.8	16.4
COc1cccc(N2C(N)=NC(N)=NC2(C)C)c1	3.0	24.7
CCOC(=O)N1CCN(C(=O)CCCn2nc(C)c3sc4ccccc4c3c2=O)CC1	4.8	8.5
CCOc1ccccc1N(CC(=O)N1CCCCCC1)S(C)(=O)=O	-0.4	1.7
O=c1[nH]ncc2c3ccccc3n(Cc3ccccc3F)c12	2.7	15.8
COc1ccc2c(c1)C(C)=CC(C)(C)N2C(=O)C(C)N1C(=O)c2ccccc2C1=O (stereo not given)	6.6	33.0
Cc1cc(C(=O)Nc2cccnc2)on1	-0.9	0.4
COc1cccc(N2CCN(C(=O)C3CCCN(S(=O)(=O)c4cnc[nH]4)C3)CC2)c1 (stereo not given)	-1.3	-0.6
O=C(CSc1nc2sc3c(c2c(=O)n1-c1ccccc1)CCCC3)NCc1ccco1	-5.0	-7.4
CCOC(=O)c1sc(NC(=O)CSc2nnc(-c3ccc(OC)cc3)n2CCOC)nc1C	-0.1	9.9
CCC(=O)Nc1cc2nn(-c3ccccc3)nc2cc1Cl	0.4	-2.2
Cc1cc(C)n(Cc2ccc(F)cc2)c(=O)c1C#N	-1.4	-0.2
CCCCC(=O)Nc1ccc(NC(=O)C2CC2)nc1	-2.0	-3.0
CCc1[nH]nc2c1C(c1ccncc1)C(C#N)=C(N)O2 (stereo not given)	-1.0	2.2
COCc1nnc(NC(=O)c2ccc(NC(C)=O)cc2)s1	-1.1	25.9

Continuation.
Compound	QS inhibitor	QS inhibitor GFP MFI %
CC12CC(c3ccccc3O1)N(C(=O)c1ccco1)C(=O)N2c1ccccc1 (stereo not given)	4.8	6.9
CCOC(=O)CSc1nnc(-c2cccnc2)n1Cc1ccccc1	-1.1	3.0
COC(=O)Cn1c(=O)c2c(nc(Br)n2CC(=O)OC)n(C)c1=O	0.3	21.2
COc1ccccc1-c1cc(C(=O)Nc2ccc(F)cc2F)no1	0.4	-6.0
Cn1c(C(=O)NCc2ccco2)cc2c(=O)[nH]c3ccccc3c21	-1.4	-12.0
CC(=O)Nc1ccc(N=Cc2ccc[nH]2)cc1	-0.3	0.1
CCCSC1=C(C#N)C(c2ccccc2OCC)CC(=O)N1 (stereo not given)	2.2	10.1
O=C1C(c2ccncc2)N(CCC2=CCCCC2)C(=O)CN1C1CCCCC1 (stereo not given)	8.5	17.0
Cc1cc(NC(=O)C2CC(c3ccc(F)cc3)=NO2)no1 (stereo not given)	0.1	4.0
CCOC(=O)c1ccccc1NC(=O)CCNC(=O)Cn1cnc2ccccc2c1=O	-2.2	-3.6
CC1CCN(C(=O)Cn2c(=O)n(CCc3ccccc3)c(=O)c3ccccc32)CC1	2.0	21.5
COc1cc(C2C(C(N)=O)=C(C)Nc3nc(CCCO)nn32)cc(OC)c1OC (stereo not given)	3.0	-1.2
COc1ccccc1NC(=O)N(C1CCCC1)C1CCN(C(C)=O)CC1	-3.3	-7.9
Nc1nnnn1/N=C/c1ccccc1OCc1ccccc1	1.3	22.4
CCCCC(=NCCO)C1=C(O)C(C(=O)OC)C(C)(C)CC1=O (stereo not given)	1.4	4.7

Reprinted from the results shown, two compounds:
Compound	QS inhibitor	QS inhibitor GFP MFI %
CC12CC(c3ccccc3O1)N(C(=O)c1ccco1)C(=O)N2c1ccccc1 (stereo not given)	4.8	6.9
CCOC(=O)CSc1nnc(-c2cccnc2)n1Cc1ccccc1	-1.1	3.0

Complete entries as entered above. Order of screens: QS inhibitor | QS inhibitor GFP MFI %
Profile of COC(=O)Cn1c(=O)c2c(nc(Br)n2CC(=O)OC)n(C)c1=O = 0.3 | 21.2
Profile of CCOC(=O)CSc1nnc(-c2cccnc2)n1Cc1ccccc1 = -1.1 | 3.0

(cont.)
Compound	QS inhibitor	QS inhibitor GFP MFI %
COc1ccc(CCn2c(=N)c(C(=O)NCc3ccco3)cc3c(=O)n4ccccc4nc32)cc1	0.0	-29.4
Cc1cc(C)cc(N(CC(=O)NCC2CCCO2)S(=O)(=O)c2c(C)noc2C)c1 (stereo not given)	-2.6	-25.2
Cc1nnc2ccc(N3CCN(c4cccc(C(F)(F)F)c4)CC3)nn12	1.9	21.8
CCCN(CCC)C(=O)C1CCN(c2cc(C)nc3c(-c4ccc(OC)c(OC)c4)c(C)nn23)CC1	3.0	1.2
NS(=O)(=O)c1cc2c(cc1Cl)NC(C1C[C@H]3C=C[C@@H]1C3)NS2(=O)=O (stereo not given in full)	-0.7	-0.1
CCC(=O)/C=C1\Sc2ccc(OC)cc2N1CCO	1.8	3.5
CC(=O)NC(Cc1cc(C)ccc1C)C(=O)N1CCN(C(=O)Nc2ccc(C(C)=O)cc2)CC1 (stereo not given)	-0.2	34.4
CC1(C)CC(=O)c2c(-c3cccnc3)n[nH]c2C1	-1.6	1.5
COCCCNC(=O)CCc1nc2cccnc2n1Cc1ccccc1	-1.9	-7.7
COCCNC(=O)CSc1nc2nc(C)cc(C)n2n1	-2.0	1.3
Cc1cc(NC(=O)C2CCCN(S(=O)(=O)c3cnc[nH]3)C2)ccc1Br (stereo not given)	4.5	-7.2
COc1ccccc1N1CCN(C(=O)c2cccc(N3C(=O)NC4CC3(C)Oc3ccccc34)c2)CC1 (stereo not given)	8.2	17.0
Cc1ccc(-c2cc(C(F)(F)F)n3nc(C(=O)N4CCCC4)cc3n2)cc1	-0.8	5.9
CC(=O)Nc1ccc(Cc2ccncc2)cc1	-1.6	6.9
O=C1C2CCCN2C(c2ccccc2F)N1c1cccc(Cl)c1 (stereo not given)	-0.3	0.4

Next results.
Compound	QS inhibitor	QS inhibitor GFP MFI %
COc1ccc(OC)c(C2C(C(=O)Nc3cccnc3)=C(C)NC3=C2C(=O)CCC3)c1 (stereo not given)	-0.5	-0.4
COc1ccc(-c2cc(N)n(CCC#N)n2)c(OC)c1	-1.2	-4.1
CSc1nnc(Cn2c(=O)sc3ccccc32)n1-c1ccccc1	-2.9	-11.2
COc1cc2nc(SCC(=O)NC3CC3)n(CCC3=CCCCC3)c(=O)c2cc1OC	-0.6	-26.4
Brc1ccc(-c2nnc3sc(CNCc4ccc5c(c4)OCO5)cn23)cc1	14.2	22.9
O=C(NCCc1ccccc1)C1CCN(S(=O)(=O)c2cccc3nonc23)CC1	2.0	11.0
O=C(c1cnccn1)N(c1ccccc1)C1(C(=O)NC2CCCCC2)CCCCC1	-5.7	-16.7
COc1ccc(C2(CN(C(C)=O)C(C)=O)CCCC2)cc1OC	0.1	-8.6
CCCc1cc(Nc2cccc(OC)c2)n2ncnc2n1	-0.2	-8.0
O=C(O)CSc1c2c(nc3cc(C(=O)N4CCOCC4)ccc13)CCCC2	-0.5	7.9
O=C1CN(c2nc3ccccc3n3cnnc23)CC(=O)N1CCc1ccccc1	-0.4	-9.1
COc1ccccc1N(C(C)=O)C1SC(=O)N(c2ccccc2)C1=O (stereo not given)	1.7	13.4
O=C(Nc1ccccc1)N1C(=O)C2(OCCO2)c2ccccc21	-0.8	1.5
Cc1cc(=O)n2nc(N3CCCC(C(=O)NCCC4=CCCCC4)C3)sc2n1 (stereo not given)	-3.6	-11.7
Cc1noc(C)c1CSc1nnc(-c2ccncc2)n1-c1cccc(Cl)c1C	5.9	15.1

Going on with the list:
Compound	QS inhibitor	QS inhibitor GFP MFI %
COCCn1c(N)c(C(=O)Nc2sc3c(c2C(=O)OC)CCCC3)c2nc3ccccc3nc21	-0.6	28.1
Cn1c(=O)c2c(nc(Sc3n[nH]c(N)n3)n2Cc2ccccc2Cl)n(C)c1=O	-4.1	-33.2
C=CCSC1=C(C#N)C(c2ccccc2Cl)CC(=O)N1 (stereo not given)	0.8	4.7
O=C(CCN1CCN(CCC(=O)c2ccccc2)CC1)c1ccccc1	-3.2	-13.8
COc1cc2c(C(=O)N3CCCc4ccccc43)cn(C)c(=O)c2cc1OC	-2.7	-9.9
Cc1cc2cc(CNC(=O)c3cc4ccccc4o3)ccc2n1C	6.7	19.0
CC(C(=O)N1CCc2ccccc21)N1CCc2ccccc2C1 (stereo not given)	2.0	14.3
CCOC(=O)c1ccc(-n2c(=O)[nH]c3ccccc3c2=O)cc1	-1.2	-1.0
CC(=O)c1c(C)nn(CC(O)COc2ccc3c(c2)CCC3)c1C (stereo not given)	1.7	3.2
COc1ccc(-n2nnc3c(=O)n(CC(=O)NCC4CCCO4)cnc32)cc1 (stereo not given)	-6.9	-20.6
Cn1c(=O)cc(OCC(=O)NCc2ccccn2)c2ccccc21	-3.1	-6.4
Cc1cc(C)n(-c2nc3ccccc3nc2Nc2ccc(CC(=O)O)cc2)n1	-5.5	-8.5
CC(C)CCNC(=O)NC(=O)CN1C(=O)NC2(CCCCC2)C1=O	9.0	15.3
CN(C)CCCN1c2ccccc2CCc2ccccc21	-1.2	-8.2
O=C(CN1C(=O)c2ccccc2S1(=O)=O)N1CCN(c2cccc(Cl)c2)CC1	-0.2&-0.1	-0.4&6.1

Of the compounds above, 10 have an NH in an aromatic ring.
Compound	QS inhibitor	QS inhibitor GFP MFI %
CC1=C(C(=O)Nc2cc(-c3cccc(F)c3)[nH]n2)C2(CCCCC2)OC1=O	8.8	16.4
O=c1[nH]ncc2c3ccccc3n(Cc3ccccc3F)c12	2.7	15.8
COc1cccc(N2CCN(C(=O)C3CCCN(S(=O)(=O)c4cnc[nH]4)C3)CC2)c1 (stereo not given)	-1.3	-0.6
CCc1[nH]nc2c1C(c1ccncc1)C(C#N)=C(N)O2 (stereo not given)	-1.0	2.2
Cn1c(C(=O)NCc2ccco2)cc2c(=O)[nH]c3ccccc3c21	-1.4	-12.0
CC(=O)Nc1ccc(N=Cc2ccc[nH]2)cc1	-0.3	0.1
CC1(C)CC(=O)c2c(-c3cccnc3)n[nH]c2C1	-1.6	1.5
Cc1cc(NC(=O)C2CCCN(S(=O)(=O)c3cnc[nH]3)C2)ccc1Br (stereo not given)	4.5	-7.2
Cn1c(=O)c2c(nc(Sc3n[nH]c(N)n3)n2Cc2ccccc2Cl)n(C)c1=O	-4.1	-33.2
CCOC(=O)c1ccc(-n2c(=O)[nH]c3ccccc3c2=O)cc1	-1.2	-1.0

(continued)
Compound	QS inhibitor	QS inhibitor GFP MFI %
CCOc1ccccc1NC(=O)C1CCCN(S(=O)(=O)c2cccc3cccnc23)C1 (stereo not given)	-1.4	-15.7
CCOc1ccc(N(CC(=O)NCc2ccco2)S(=O)(=O)c2ccc(OC)c(OC)c2)cc1	-0.4	2.2
CC1CCc2nn(CC(=O)NCCN3CCCCC3C)cc2C1 (stereo not given)	7.6	20.9
Cc1cc(Nc2ccc(F)cc2F)n2nc(C)nc2n1	-4.1	-26.6
NC(=O)c1c(NC(=O)CSc2nnc(-c3ccccc3)n2CC2CCCO2)sc2c1CCC2 (stereo not given)	-1.8	-27.4
COc1cccc(-n2nnc3c(=O)n(Cc4ccccc4Cl)cnc32)c1	7.0	15.3
O=C(O)CN(c1ccccc1)C1SC(=O)NC1=O (stereo not given)	-0.6	2.0
O=C(Cn1cccc1)NC1CCCCCC1	-0.9	1.7
CC1=C(C(=O)OC(C)C)C(c2cccc(F)c2)n2ncnc2N1 (stereo not given)	-0.1	-4.5
O=C(CCS(=O)(=O)c1cccs1)Nc1ccc(C(=O)NCc2cccs2)cc1	1.2	25.7
O=C1CCc2cc(S(=O)(=O)N3CCCC3C(=O)N3CCN(c4ccccc4F)CC3)ccc2N1 (stereo not given)	-4.2	-14.5
CC(C(=O)N1CCCCC1)n1ncn2cccc2c1=O (stereo not given)	4.8	11.3
Cn1nc(-c2ccc(Cl)cc2)c2cc(C(=O)NCc3ccco3)sc21	-1.3	-8.9
COC(=O)CSc1nnc(CNC(=O)c2ccc(S(=O)(=O)N3CCCCC3)cc2)n1C	-5.5	-1.4
CC(C)Cc1nnc(NS(=O)(=O)c2ccc(Cl)cc2)s1	17.8	34.6

(cont.)
Compound	QS inhibitor	QS inhibitor GFP MFI %
Cc1ccc(-n2ncc3c(=O)n(CC(=O)NC4CCCCC4)cnc32)cc1C	-0.3	42.2
CCN1CCN(CCCNC(=O)C2CCCN(c3nnc(-n4cccc4)s3)C2)CC1 (stereo not given)	-6.1	-28.6
CN(CCNC(=O)Cn1c(=O)sc2ccccc21)Cc1ccccc1	-1.1	0.5
CC1(C)OC(=O)C(=CNc2ncccn2)C(=O)O1	11.0	29.3
CC(=O)N1CCc2cc(C(=O)CN3CCN(c4ccccc4F)CC3)ccc21	-0.8	-0.1
O=C(Cn1ncc2c(=O)oc3ccccc3c21)N1CCCc2ccccc21	-2.5	-7.6
CCOc1cc2[nH]c(=O)n(CCCN3CCCC3=O)c(=O)c2cc1OCC	-11.1	-26.4
CCOC(=O)CN1CC23C=CC(O2)C(C(=O)NC2CCCCCC2)C3C1=O (stereo not given)	-1.9	-29.4
Cc1nc2c(C(=O)NCCC3=CCCCC3)c[nH]n2c(=O)c1Cl	-2.3	-6.5

Bioassay records deposited in PubChem by NMMLSC.
